Compound activity from PubChem BioAssay.
INS-1E GSIS act: primary screen for activators of insulin secretion dependent on glucose, INS-1E cells, GLuc reporter luminescence; INS-1E GLuc reporter insulin secretion, 2-3 h; activation, % at 16.6 µM; actives 0.61% (n = 370,000); AID 743287;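 active = lowest replicate activation of at least 40%, so every replicate reaches that level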;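 note: 0% = median of neutral control wells and 100% = median of IBMX positive control wells; some compounds called inactive have numbers as strong as hits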
CASP6 VEID inh: blocks human caspase-6 cleavage activity; purified caspase-6, Z-VEID-R110 cleavage fluorescence; inhibition, % at 12.5 µM; actives 0.53% (n = 350,000); AID 686996;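 active = mean inhibition across replicates at least about 35%, with every replicate also reaching that limit, limit read from the data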;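 note: 0% = median of neutral control wells and 100% = no fluorescence left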
Target sequence (P55212 24-179 limits assumed): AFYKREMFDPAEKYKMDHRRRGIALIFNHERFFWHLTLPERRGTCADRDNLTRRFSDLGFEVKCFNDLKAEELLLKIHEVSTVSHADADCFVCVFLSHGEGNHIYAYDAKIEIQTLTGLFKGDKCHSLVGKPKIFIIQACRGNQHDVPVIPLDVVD
Target sequence (P55212 194-293 limits assumed): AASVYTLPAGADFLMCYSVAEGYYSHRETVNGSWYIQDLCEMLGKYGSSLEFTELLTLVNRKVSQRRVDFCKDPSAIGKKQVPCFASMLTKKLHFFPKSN
DENV2 CPE: DENV2-induced cell death inhibition | DENV2-infected cells, cytopathic effect rescue, plate reader | CPE inhibition, % at 9.99 µM | actives 1.7% (n = 350,000); in the data active = CPE inhibition above about 20%, passing the limit was not always enough; tested in BHK-21 cells;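 note: 0% = median of neutral control wells and 100% = median of positive control wells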
XiGFP reactiv: reactivates the inactive X chromosome in mouse fibroblasts | XiGFP mouse fibroblasts, % GFP-positive cells imaging, 3 d; cells co-treated with 5-aza-dC sensitizer; scaled so ellipticine positive control = 100% | activation, % at 7.58 µM | actives 0.055% (n = 360,000) | AID 743238;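 active = mean normalized replicate activation at least 10% and every replicate at or above 10%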;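 note: 0% = median of on-plate neutral control wells and 100% = ellipticine 6 µM median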
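assay system = SV40-immortalized XiGFP fibroblast cells, line 68-5-11 | buffer or medium = DMEM plus 5-aza-dC sensitizer | doses = single-point pinned compound dosing | times = 3-day compound exposure, then 15 min fixation at room temperature | benchmarks = positive control ellipticine, 6 µM final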
RAD52 anneal inh: RAD52 (human) annealing inhibition; P43351; inhibition, % at 18.7 µM; actives 0.46% (n = 360,000); recombinant RAD52 DNA annealing, FRET fluorescence;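 active = every replicate showing at least 50% inhibition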
E-sel inducer: induces E-selectin expression in human endothelial cells | HUVEC E-selectin immunofluorescence imaging; normalized: neutral wells 0, TNF-alpha wells 100 | AID 686992 | actives 0.37% (n = 260,000) | activation, % at 7.58 µM | P16581;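 active = mean E-selectin-positive cell signal at least 10% of the positive control, reached in at least 60% of replicates, without over 20% cell loss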;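 note: in these data hits start at about 27%; measured in HUVEC primary endothelial cells; signal is the percent of cells scored E-selectin positive by PE staining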
Target sequence (P16581 whole entry, looked up): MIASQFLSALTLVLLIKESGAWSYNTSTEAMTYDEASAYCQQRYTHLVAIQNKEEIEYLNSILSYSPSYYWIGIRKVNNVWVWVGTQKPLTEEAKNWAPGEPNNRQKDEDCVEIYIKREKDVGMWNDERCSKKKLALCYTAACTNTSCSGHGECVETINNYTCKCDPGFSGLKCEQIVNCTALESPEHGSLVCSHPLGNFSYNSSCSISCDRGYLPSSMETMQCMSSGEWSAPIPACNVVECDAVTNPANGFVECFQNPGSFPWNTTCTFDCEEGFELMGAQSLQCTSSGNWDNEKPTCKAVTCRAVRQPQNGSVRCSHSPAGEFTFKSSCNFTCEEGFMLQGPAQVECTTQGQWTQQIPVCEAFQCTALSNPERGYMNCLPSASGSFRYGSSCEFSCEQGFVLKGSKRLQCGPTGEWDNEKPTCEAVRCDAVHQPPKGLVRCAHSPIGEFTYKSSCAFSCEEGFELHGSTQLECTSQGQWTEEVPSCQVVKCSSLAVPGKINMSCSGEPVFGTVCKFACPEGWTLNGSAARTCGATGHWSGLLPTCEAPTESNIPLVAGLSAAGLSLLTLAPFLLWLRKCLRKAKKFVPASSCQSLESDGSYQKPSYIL
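Assay system: HUVEC primary endothelial cells. Input: 3,000 HUVEC seeded per well. Doses: one compound dose added by pin transfer. Read-out basis: % PE-positive cells. Benchmarks: TNF-alpha high, DMSO low. Detection: immunofluorescence imaging. Buffer or medium: EGM-2, gelatin.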
F508del corr: correctors of CFTR F508del function in bronchial epithelial cells. CFBE cells, YFP halide quenching; stimulated with forskolin plus potentiator P3; % fluorescence drop versus neutral controls. activity (quench increase), % at 7.58 µM. actives 0.36% (n = 350,000). AID 720511;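 active = mean added fluorescence quench of at least 8% versus neutral control, with both replicates also reaching 8%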;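 note: cells transiently co-express mutant CFTR-F508del with the halide-sensitive YFP; corrector assay measuring rescue of mutant channel to the surface after 24 h compound exposure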
RAD54 branch: inhibitors of human RAD54 branch migration. Q92698. RAD54 Holliday junction branch migration, FAM/BHQ fluorescence. inhibition, % at 10.4 µM. actives 0.14% (n = 360,000);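 active = mean normalized replicate activity at least 40 and at least half of replicates scoring 40 or more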;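 note: 0% = median of neutral control wells and 100% = median of positive control wells; inhibitors cause a drop in the FAM fluorescence signal; in these data hits start at about 50%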
* marks the source's active call; other numbers are inactive results.

For C/C=C/c1ccc([C@H]2[C@@H](CO)N(C(=O)NCCC)[C@H]2CNC(=O)C2CCC2)cc1 the results were INS-1E GSIS act 6, CASP6 VEID inh 0, DENV2 CPE -5, XiGFP reactiv 0.0, RAD52 anneal inh -11, E-sel inducer -0.1 and F508del corr -1.8.
Screening COc1ccc2c3c(n(C)c2c1)[C@H](CO)N(C(=O)Nc1ccc(F)cc1)CC31CCN(Cc2ccccn2)CC1 returned INS-1E GSIS act -21, CASP6 VEID inh -2, DENV2 CPE 6, XiGFP reactiv 0.0, E-sel inducer 0.5 and F508del corr 3.0.
`CCCCCNC(=O)C1C(=O)Nc2ccccc2C(=O)N1c1c(C)cccc1C` (centres undefined) gave INS-1E GSIS act -4, CASP6 VEID inh 0, DENV2 CPE 6, XiGFP reactiv 0.1, RAD52 anneal inh -11, E-sel inducer 0.2 and F508del corr 0.1.
For COc1ccc(-c2noc(N3CCC(C(=O)N(C)c4ccccc4)CC3)n2)cc1 the results were INS-1E GSIS act -27, CASP6 VEID inh -2, DENV2 CPE -6, XiGFP reactiv 0.2, RAD52 anneal inh -4, E-sel inducer -0.1, F508del corr 4.8 and RAD54 branch -3.
For O=C(CC1(O)C(=O)N(CCc2ccccc2)c2ccccc21)c1ccccn1 (centres undefined) the results were INS-1E GSIS act 10, CASP6 VEID inh 0, XiGFP reactiv 0.2, RAD52 anneal inh -7, E-sel inducer 0.8, F508del corr 0.0 and RAD54 branch -1.
Screening CC12CCC(C(=O)NNc3ccc([N+](=O)[O-])cc3)(OC1=O)C2(C)C (centres undefined) returned INS-1E GSIS act 6, CASP6 VEID inh -2, DENV2 CPE 0, XiGFP reactiv 0.0, RAD52 anneal inh -9 and F508del corr -1.0.
Screening CC(C(=O)NCc1ccco1)n1ccc2cc(S(=O)(=O)N3CCCC3)ccc21 (centres undefined) returned INS-1E GSIS act 10, CASP6 VEID inh 1, DENV2 CPE 3, XiGFP reactiv 0.0, RAD52 anneal inh -13, E-sel inducer -0.1, F508del corr 1.3 and RAD54 branch 4.
`CCCCc1nc2cc(C(=O)N3CCCCC3CC(=O)OCC)ccc2o1` (centres undefined) gave INS-1E GSIS act 4, CASP6 VEID inh 4, DENV2 CPE 0, XiGFP reactiv 0.3, RAD52 anneal inh -4, F508del corr 0.1 and RAD54 branch -4.
C[C@H]1CN([C@@H](C)CO)C(=O)c2cc(NC(=O)Nc3ccc(F)cc3)ccc2O[C@H]1CN(C)S(=O)(=O)c1cccs1 was read as INS-1E GSIS act -15, CASP6 VEID inh 1, DENV2 CPE 9, XiGFP reactiv -0.2, RAD52 anneal inh 18, E-sel inducer 26*, F508del corr -2.5 and RAD54 branch 9.
For COC(=O)c1ccc(CN2CC(=O)N3[C@H](CO)[C@@H](c4ccc(-c5ccc(OC)cc5)cc4)[C@H]3C2)cc1 the results were INS-1E GSIS act -28, DENV2 CPE 15, XiGFP reactiv 0.4, RAD52 anneal inh 1, E-sel inducer 0.6 and F508del corr -2.1.
Screening CCSc1nnc(NC(=O)CSc2nnc(-c3c[nH]c4ccccc34)n2CC)s1 returned INS-1E GSIS act -7, CASP6 VEID inh 0, DENV2 CPE 16, XiGFP reactiv 0.1, RAD52 anneal inh -4, E-sel inducer 4.4, F508del corr 2.2 and RAD54 branch -16.
Screening NS(=O)(=O)c1ccc(CNC(=S)NC2CCCC2)cc1 returned INS-1E GSIS act 4, CASP6 VEID inh 1, DENV2 CPE -1, XiGFP reactiv -0.1, RAD52 anneal inh 0 and F508del corr 4.1.
For O=C(NNC(=O)c1ccccc1Cl)c1ccc2c(=O)n3c(nc2c1)CCC3 the results were INS-1E GSIS act -4, CASP6 VEID inh 3, DENV2 CPE 2, XiGFP reactiv 0.0, RAD52 anneal inh -7, F508del corr 0.2 and RAD54 branch 8.
For COc1ccc(Cl)cc1NC(=O)CSc1nc(C)cc(C)n1 the results were INS-1E GSIS act -3, CASP6 VEID inh 2, DENV2 CPE 5, XiGFP reactiv 0.0, RAD52 anneal inh -11 and E-sel inducer -0.6.
`COc1cc(C(=O)NC23CC4CC(CC(C4)C2)C3)cc(OC)c1OC` gave INS-1E GSIS act 0, CASP6 VEID inh 0, DENV2 CPE 1, XiGFP reactiv -0.1, RAD52 anneal inh -2, F508del corr -2.0 and RAD54 branch -3.
`O=C(O)CC(Cc1ccccc1)C(=O)Nc1ccc([N+](=O)[O-])cc1` (centres undefined) gave CASP6 VEID inh 1, DENV2 CPE 0, XiGFP reactiv 0.1 and RAD52 anneal inh -22.
`Cc1ccc(S(=O)(=O)Nc2ccc3c(c2)C(=O)N([C@H](C)CO)C[C@@H](C)[C@@H](CN(C)S(=O)(=O)c2cn(C)cn2)OCCCC[C@H](C)O3)cc1` gave INS-1E GSIS act 2, CASP6 VEID inh -1, DENV2 CPE 34*, XiGFP reactiv 0.0, RAD52 anneal inh -46, E-sel inducer 0.2, F508del corr 1.2 and RAD54 branch 8.
O=[N+]([O-])c1cc(S(=O)(=O)Nc2ccc(Cl)cc2)ccc1N/N=C/c1ccncc1 was read as INS-1E GSIS act -2, CASP6 VEID inh 2, DENV2 CPE -2, XiGFP reactiv 0.1, RAD52 anneal inh 1, F508del corr 0.6 and RAD54 branch 5.
`Cc1ccc(S(=O)(=O)N2CCN(C(=O)c3ccco3)CC2)cc1C` gave INS-1E GSIS act 10, CASP6 VEID inh -2, DENV2 CPE 2, XiGFP reactiv 0.2, RAD52 anneal inh -16, E-sel inducer -0.4, F508del corr 0.8 and RAD54 branch -5.
`C[C@H]1CN([C@@H](C)CO)C(=O)Cc2cc(NC(=O)c3ccncc3)ccc2O[C@H]1CN(C)S(=O)(=O)c1cn(C)cn1` gave INS-1E GSIS act 19, CASP6 VEID inh 0, DENV2 CPE -11, XiGFP reactiv 0.3, RAD52 anneal inh -10, E-sel inducer -1.7, F508del corr -1.0 and RAD54 branch 1.
Screening COc1ccc(S(=O)(=O)N(C)C[C@H]2OCCCC[C@@H](C)Oc3ccc(NC(=O)Nc4cccc5ccccc45)cc3C(=O)N([C@@H](C)CO)C[C@H]2C)cc1 returned INS-1E GSIS act 8, CASP6 VEID inh 1, DENV2 CPE -8, XiGFP reactiv -0.2, RAD52 anneal inh -52, E-sel inducer 0.3, F508del corr 0.8 and RAD54 branch 2.
For CCOc1ccccc1CNC(=O)CCc1cn(C)c2ccccc12 the results were INS-1E GSIS act 5, CASP6 VEID inh 0, DENV2 CPE -8, XiGFP reactiv 0.0, RAD52 anneal inh -9, F508del corr 0.1 and RAD54 branch -1.
Screening Cc1ccc(S(=O)(=O)Nc2ccc3c(c2)C(=O)N([C@@H](C)CO)C[C@@H](C)[C@H](CN(C)S(=O)(=O)c2c(C)noc2C)OCCCC[C@@H](C)O3)cc1 returned INS-1E GSIS act 1, CASP6 VEID inh 2, DENV2 CPE 2, XiGFP reactiv 0.0, RAD52 anneal inh -34, F508del corr -0.5 and RAD54 branch -1.
Screening CN(C)C(=O)[C@H]1[C@H](CO)[C@H]2Cn3c(ccc(-c4cccnc4)c3=O)[C@H]2N1Cc1ccccc1F returned INS-1E GSIS act 6, CASP6 VEID inh 2, DENV2 CPE -6, XiGFP reactiv 0.6, RAD52 anneal inh -7, E-sel inducer 0.2, F508del corr 0.4 and RAD54 branch -6.
For CC(C)CCNC(=O)c1onc(CSc2ccccc2)c1C(=O)NCCC(C)C the results were INS-1E GSIS act 9, CASP6 VEID inh -4, DENV2 CPE -8, XiGFP reactiv -0.1, RAD52 anneal inh -5, E-sel inducer 0.0, F508del corr 0.2 and RAD54 branch -15.
Screening CN(C)C(CNC(=O)c1cc(S(=O)(=O)N(C)c2ccc(F)cc2)ccc1Cl)c1ccco1 (centres undefined) returned INS-1E GSIS act -11, CASP6 VEID inh 2, DENV2 CPE 9, XiGFP reactiv 0.0, RAD52 anneal inh -21, E-sel inducer -0.2 and F508del corr 3.2.
For CCSc1nnc2c(n1)OC1(CCCC1)Nc1ccccc1-2 the results were INS-1E GSIS act 8, CASP6 VEID inh 1, DENV2 CPE 2, XiGFP reactiv 2.8, RAD52 anneal inh 4, E-sel inducer -0.1, F508del corr 0.1 and RAD54 branch -5.
`COc1ccc(NC(=O)CN(C)S(=O)(=O)c2ccc3c(c2)NC(=O)CS3)cc1` gave INS-1E GSIS act 3, CASP6 VEID inh -1, DENV2 CPE 3, XiGFP reactiv 0.4, RAD52 anneal inh -7, E-sel inducer 11, F508del corr 0.4 and RAD54 branch -3.
For O=C(Nc1cc(F)ccc1F)N1CC(=O)N2[C@@H](CO)[C@H](c3ccc(/C=C/c4ccccc4)cc3)[C@@H]2C1 the results were INS-1E GSIS act -8, CASP6 VEID inh 1, DENV2 CPE -17, XiGFP reactiv 0.0, RAD52 anneal inh -33, E-sel inducer -0.1 and F508del corr 1.4.
`O=C(CSC1=NC(=O)C(Cc2ccccc2)C(=O)N1)Nc1ncc(Br)cc1Br` (centres undefined) gave INS-1E GSIS act 2, CASP6 VEID inh 1, DENV2 CPE 0, XiGFP reactiv 0.0, RAD52 anneal inh 2 and F508del corr -2.7.
`Nc1nc(=O)n(C2CCCO2)cc1Br` (centres undefined) gave INS-1E GSIS act 0, CASP6 VEID inh -1, DENV2 CPE 1, XiGFP reactiv 0.4, RAD52 anneal inh -4, E-sel inducer -0.4, F508del corr 4.1 and RAD54 branch 7.
Screening CN1CCN(c2ccc(NC(=O)c3ccc(C#N)cc3F)cc2Cl)CC1 returned INS-1E GSIS act 1, CASP6 VEID inh 0, DENV2 CPE 4, XiGFP reactiv 0.0, RAD52 anneal inh -14, F508del corr -4.5 and RAD54 branch 10.
CCCC(=O)c1cc2c(cc1NC(=O)CC)OCCO2 was read as INS-1E GSIS act 21, CASP6 VEID inh 3, DENV2 CPE 9, XiGFP reactiv 0.3, RAD52 anneal inh -4, F508del corr 4.5 and RAD54 branch -1.
For O=S(=O)(c1ccc(F)cc1)N1CCN(CCOc2ccccc2)CC1 the results were INS-1E GSIS act -14, CASP6 VEID inh 0, DENV2 CPE 4, XiGFP reactiv 0.0, RAD52 anneal inh -5, E-sel inducer 0.4, F508del corr 0.6 and RAD54 branch -8.
COc1ccc(C(C)NCCC(c2ccc(OC(C)C)cc2)c2ccccc2OC)cc1 (centres undefined) was read as INS-1E GSIS act 134*, CASP6 VEID inh 15, DENV2 CPE -1, XiGFP reactiv 0.2, RAD52 anneal inh -17, E-sel inducer 0.0 and F508del corr -1.7.
For c1ccc(COc2cccc(-c3cc4nc(NCc5ccc6c(c5)OCO6)ccn4n3)c2)cc1 the results were INS-1E GSIS act -9, CASP6 VEID inh 1, DENV2 CPE 2, XiGFP reactiv -0.1, RAD52 anneal inh -27, E-sel inducer -0.1, F508del corr 2.0 and RAD54 branch -3.
Screening O=C(C[C@H]1CC[C@H]2[C@@H](COC[C@@H](O)CN2C(=O)c2cccnc2)O1)NCc1ccc(-c2ccccc2)cc1 returned INS-1E GSIS act 9, CASP6 VEID inh -1, DENV2 CPE -2, XiGFP reactiv 0.0, RAD52 anneal inh -7, E-sel inducer 0.1, F508del corr -2.6 and RAD54 branch 9.
For N#Cc1ccc(C2=CC(=O)C[C@H](c3ccc(F)cc3)C2)cc1 the results were INS-1E GSIS act -8, CASP6 VEID inh 1, DENV2 CPE -2, XiGFP reactiv 0.0, RAD52 anneal inh -11, E-sel inducer 0.1, F508del corr -3.6 and RAD54 branch -4.
